TbREL1 inh – TbREL1 inhibition, primary screen. AID 1117264. inhibition, % at 9.66 µM. actives 0.49% (n = 89,000). TbREL1 RNA ligation, FRET fluorescence;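 active means inhibition above the mean inhibition across all screened compounds plus 3 SD, cut at about 11% in these data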;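 further: 0% = plate median of test wells and 100% = NSC42067 control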
Target sequence (P86926 whole entry, looked up): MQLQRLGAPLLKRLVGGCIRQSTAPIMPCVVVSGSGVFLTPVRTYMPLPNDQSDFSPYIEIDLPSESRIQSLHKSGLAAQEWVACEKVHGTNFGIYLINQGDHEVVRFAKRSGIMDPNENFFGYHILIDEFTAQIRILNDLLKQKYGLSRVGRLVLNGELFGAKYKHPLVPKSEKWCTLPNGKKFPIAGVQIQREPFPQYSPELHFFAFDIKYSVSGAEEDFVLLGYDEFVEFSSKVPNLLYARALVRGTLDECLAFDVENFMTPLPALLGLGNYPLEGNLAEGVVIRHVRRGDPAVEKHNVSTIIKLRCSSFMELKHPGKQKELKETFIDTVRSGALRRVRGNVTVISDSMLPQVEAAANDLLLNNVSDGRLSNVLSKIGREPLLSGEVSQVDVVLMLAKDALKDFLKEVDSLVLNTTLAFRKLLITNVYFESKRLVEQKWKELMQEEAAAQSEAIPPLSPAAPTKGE
Numbers without * were called inactive. These rows are one share of the data, so the mix of outcomes need not match the whole.

TbREL1 inh	mol
6	COP(=O)(O)C(Cc1ccccc1)NC(=O)OCc1ccccc1 (stereo not drawn)
-1	CCOC(=O)C1=C(C)N(c2ccccc2)C(=O)/C1=C\c1cccs1
-3	COc1ccc(Br)c(C(=O)Nc2cccc(S(=O)(=O)N3CCOCC3)c2)c1
5	COc1cccc(C(=O)OCC(=O)NC2CCCc3ccccc32)c1O (stereo not drawn)
-2	COc1cc2c(cc1NC(=O)c1cncc(Br)c1)oc1ccccc12
2	CCc1nnc(NC(=O)CCS(=O)(=O)c2ccc(C)cc2)s1
3	COc1cc(C(=O)NC2CCN(CC(=O)NC3CCCCC3C)CC2)cc(OC)c1OC (stereo not drawn)
-1	Nc1nncn1C(=O)c1ccc(Cl)cc1Cl
-2	COCCn1c(SCC(=O)c2c(N)n(C3CC3)c(=O)[nH]c2=O)nnc1-c1cccc(C)c1
5	C[C@H]1CN([C@@H](C)CO)C(=O)CCCn2cc(nn2)CO[C@@H]1CN(C)C(=O)c1cc(-c2ccccc2)on1
0	CCN(CC)c1nc(Nc2ccccc2)nc(Oc2ccc(C(=O)OC)cc2)n1
-2	Cc1ccc2nc(NC(=O)C3CCCN(S(=O)(=O)c4cnc[nH]4)C3)sc2c1 (stereo not drawn)
-12	CCCOc1ccc(C(=O)NNC(=S)NC(=O)c2cc(-c3ccc(Cl)cc3)nc3ccccc23)cc1
-3	c1ccc(-c2csc(N3CCCCCC3)n2)cc1
-2	Cc1ccsc1/C=C1\Oc2cc(O)ccc2C1=O
8	O=C(Nc1ccccc1-c1nc2ccccc2[nH]1)c1ccc(N2C(=O)CCC2=O)cc1
3	COC(=O)C1=C(C(=O)OC)[C@@H]2Nc3ccccc3[C@@]23C[C@@H](C(=O)OC)N(C(=O)C2CCC2)C3=N1
1	CCn1c(SCC(=O)NNC(=O)c2ccc(C)cc2)nnc1-c1ccco1
0	COC(=O)c1cccc(NC(=O)c2cc3sccc3n2C)c1
0	CCOC(=O)Cc1csc(NC(=O)c2ccc(S(=O)(=O)N3CCOCC3)cc2)n1
-3	CCc1ccccc1Nc1nc(N)nc(CSCC(=O)c2cc(C)n(C)c2C)n1
0	Cc1nnc2ccc(N3CCN(C(=O)c4ccccc4)CC3)nn12
-2	Cn1c(COc2ccc3ccccc3c2)nnc1SCC(=O)OC1CCCCC1
-2	CC(OC(=O)CN1C(=O)C2CC=CCC2C1=O)C(=O)Nc1ccc(F)cc1Cl (stereo not drawn)
-3	COC(=O)c1nn(-c2cccc(C)c2)c2nnc(Cc3ccc(C)cc3)c(=O)n12
3	COc1cccc(NC(=O)NC2CCN(CC(=O)Nc3ccccc3[N+](=O)[O-])CC2)c1
0	CCCCOc1ccc(C(=O)C(CN2CCOCC2)c2ccccc2)cc1 (stereo not drawn)
-3	S=C(NCc1ccco1)NCc1ccccc1Cl
2	CCc1nc(NCCC(C)C)c(C#N)c2c1CCCC2
9	N#Cc1cccc(S(=O)(=O)NCC(=O)NCc2ccc3c(c2)OCO3)c1

Shown as tab-separated lines: 4 of the compounds above
compound	TbREL1 inh
CCc1ccccc1Nc1nc(N)nc(CSCC(=O)c2cc(C)n(C)c2C)n1	-3
COc1cccc(NC(=O)NC2CCN(CC(=O)Nc3ccccc3[N+](=O)[O-])CC2)c1	3
N#Cc1cccc(S(=O)(=O)NCC(=O)NCc2ccc3c(c2)OCO3)c1	9
Cc1nnc2ccc(N3CCN(C(=O)c4ccccc4)CC3)nn12	0

Next entries follow:
TbREL1 inh	mol
7	O=C(Nc1ccc(F)c(C(F)(F)F)c1)Nc1nnc(-c2ccncc2)s1
1	Nc1ccc(N=Nc2ccccc2O)c(N)c1
0	CCC(c1nnnn1-c1ccc2c(c1)OCCO2)N1CCN(C(=O)C2CCCO2)CC1 (stereo not drawn)
9	N#C/C(=C\c1cccn1S(=O)(=O)c1cccc(C#N)c1)S(=O)(=O)c1ccc(F)cc1
0	COC(=O)c1ccc(C2CC(=O)NC3=C2C(=O)CCC3)cc1 (stereo not drawn)
-5	Cc1noc(NS(=O)(=O)c2ccc(NC(=O)c3oc4ccc(Cl)cc4c3C)cc2)c1C
-7	O=C(NNc1nc2c(F)cccc2s1)c1cc(=O)c2ccccc2o1
-3	CCOc1cc(C(=O)Nc2ccc(S(=O)(=O)N3CCCCC3)cc2)ccc1OCC(=O)N1CCOCC1
0	Cc1ccc(Cl)cc1NC(=O)c1ocnc1C
2	OCCNCC1(O)C2CC3CC(C2)CC1C3 (stereo not drawn)
5	Cc1ccc(S(=O)(=O)N2C(c3ccccc3)CC(=O)C3CN(S(=O)(=O)c4ccc(Cl)cc4)C(c4ccccc4)CC32)cc1 (stereo not drawn)
1	O=C(NC1CC1)C1=C[C@H](c2ccc(C(F)(F)F)cc2)C[C@H](OCc2ccc(CO)cc2)O1
-4	CCOP(=O)(c1ccc(N(C)C)cc1)C(O)c1ccccc1F (stereo not drawn)
0	C[C@H]1COc2cc(Br)ccc2S(=O)(=O)N1Cc1cn(CC2CCCCC2)nn1
6	CN(C(=O)COC(=O)c1ccccc1Nc1ccccc1)c1c(N)n(Cc2ccccc2)c(=O)[nH]c1=O

Some of these compounds in order of the TbREL1 inh value, low to high:
TbREL1 inh	mol
-4	CCOP(=O)(c1ccc(N(C)C)cc1)C(O)c1ccccc1F (stereo not drawn)
0	Cc1ccc(Cl)cc1NC(=O)c1ocnc1C
5	Cc1ccc(S(=O)(=O)N2C(c3ccccc3)CC(=O)C3CN(S(=O)(=O)c4ccc(Cl)cc4)C(c4ccccc4)CC32)cc1 (stereo not drawn)

(further entries)
TbREL1 inh	mol
0	CCOc1ccc(NC(=O)C2CCN(C(=O)NCc3ccccc3)CC2)cc1
2	CSc1sc(-c2ccnc(SCCS(C)(=O)=O)n2)c(-c2ccccc2)c1C#N
-2	COc1ccc(C2CC(=O)C=C(NNS(=O)(=O)c3ccc(C)cc3)C2)cc1 (stereo not drawn)
-3	CSc1nc(N)nc2c1ncn2CC(=O)NCC(c1ccccc1)c1ccccc1
-1	CCOC(=O)[C@]12CCC=C1N(CCC1=CCCCC1)C(=O)[C@H](CC(=O)NCCCN1CCCC1=O)C2
-1	COc1ccc(CCNC(=O)C2CCCN(Cc3nc(-c4ccccc4C)oc3C)C2)cc1OC (stereo not drawn)
-3	O=C(COc1ccccc1)N/N=C/c1sc(=O)n(Cc2cccc(C(=O)O)c2)c1Cl
-1	N/C(=N\NC(=O)c1ccc(F)cc1)c1cc2ccccc2oc1=O
-3	Cn1cccc1Cc1nnc(SCC(=O)Nc2nccs2)n1CCc1ccccc1
3	O=C(CN1C(=O)NC2(CCCCC2)C1=O)N1CCN(c2ncccn2)CC1
-2	O=C1CCC[C@H]2C[C@H](NCc3ccc(Br)cc3)CC[C@]23CCCN13
0	Cc1ccccc1Nc1nc(N)nc(CSc2nncn2C)n1
-9	O=C(CNC(=O)c1ccc(Br)o1)Nc1ccc(N2CCCCCC2)cc1
-3	O=C1C2Sc3[nH]c(=O)sc3C(c3ccccc3)C2C(=O)N1c1ccccc1 (stereo not drawn)
-1	Cc1cccc(CN2CCN(Cc3ccc4nonc4c3)CC2CCO)n1 (stereo not drawn)

The list goes on; it opens with the 2 that closed the last part.
TbREL1 inh	mol
-3	O=C1C2Sc3[nH]c(=O)sc3C(c3ccccc3)C2C(=O)N1c1ccccc1 (stereo not drawn)
-1	Cc1cccc(CN2CCN(Cc3ccc4nonc4c3)CC2CCO)n1 (stereo not drawn)
0	COc1ccc2nc(SC(C)C(=O)NC3CCCC3)[nH]c2c1 (stereo not drawn)
-2	Cc1cccnc1NC(=O)C1CCN(S(=O)(=O)c2ccc3c(c2)CCC(=O)N3)CC1
1	Brc1ccc2ncc(Br)cc2c1
1	CCN(CC(=O)NCCN1CCOCC1)S(=O)(=O)c1ccc(F)cc1
-1	COc1ccc2c(c1)[C@H]1[C@H](CO2)[C@H](c2ccccc2)[C@]2(C)C(=O)Nc3ccccc3C(=O)N12
-2	Cc1ccc(NC(=O)CC2S/C(=N/c3nccs3)N(C)C2=O)cc1C (stereo not drawn)
2	Cc1ccc(C)c(NC(=O)CNS(=O)(=O)c2ccccc2)c1
-3	COc1cccc(N2CCN(CC(=O)N(C)Cc3ccccc3Cl)CC2)c1
5	CNC(=O)C12CC3CC(CC(Cl)(C3)C1)C2
5	CC[C@H](C)[C@H]1CNC(=O)C(=O)N1CC1CCN(CC(C)C)CC1
4	CCc1nc(N)c(C#N)c(-c2cccc3ccccc23)c1C
-2	O=C(CN(Cc1ccco1)C(=O)c1nsc(Cl)c1Cl)NC1CCCCC1
-1	COc1ccc(NC(=O)CCCn2c(=O)c3sccc3n(Cc3cccc(C)c3)c2=O)cc1
1	CCCN(CCC)Cc1c(C(=O)N/N=C/CCc2ccccc2)nnn1-c1nonc1N
0	COc1ccc(C2(c3ccc(OC)cc3)NC(=O)N(CC(=O)N3CCOCC3)C2=O)cc1

Quoted at random: three records from the list.
TbREL1 inh	mol
0	CCOc1ccc(NC(=O)C2CCN(C(=O)NCc3ccccc3)CC2)cc1
-1	CCOC(=O)C1=C(C)N(c2ccccc2)C(=O)/C1=C\c1cccs1
1	Nc1ccc(N=Nc2ccccc2O)c(N)c1

Later entries
TbREL1 inh	mol
-3	COc1ccc(NS(=O)(=O)c2ccc(C)c(C(=O)NNC(=O)c3csc(N4CCOCC4)n3)c2)cc1
-2	COc1ccc(C(=O)Nc2ccc3[nH]ccc3c2)cc1OC
1	O=C(c1cccs1)N1CCN(Cc2nc3ccccc3c(=O)[nH]2)CC1
-2	CCN(CC)CCN1C(=O)c2oc3ccccc3c(=O)c2C1c1ccc(F)cc1 (stereo not drawn)
0	COC(=O)c1ccc(C2C(C(=O)c3cc4ccccc4o3)=C(O)C(=O)N2CCN2CCOCC2)cc1 (stereo not drawn)
2	COc1ccc(C2CC(c3ccccc3Br)=NN2c2ccc(S(N)(=O)=O)cc2)cc1 (stereo not drawn)
-3	C=CCn1c(CCNC(=O)c2ccco2)nc2ccccc21
3	CN(CC(=O)Nc1ccc(Cl)cc1)C(=O)CNC(=O)c1ccc2c(c1)OCO2
0	CCOc1ccccc1-c1noc(CCCC(=O)NC2CCCCC2)n1
-1	COc1ccc(-c2cc(C(=O)N3CCN(Cc4ccccc4)CC3)no2)cc1OC
2	O=C(NCc1ccccc1)c1c[nH]c2ccc(S(=O)(=O)Nc3ccc4c(c3)OCCO4)cc2c1=O
-1	CC1(C(=O)NS(=O)(=O)c2cccc(C#N)c2)CCN1C(=O)CC1CC1 (stereo not drawn)
6	CCC(C)CCN1C(Nc2ccccc2)=NC[C@@H]1Cc1ccccc1 (stereo partly drawn)
-3	Cc1ccc(C(=O)O)cc1NC(=O)CSc1ncnc2sc3c(c12)CCC3
-2	CC(=O)OCCn1c(=O)c2cc3c(=O)n(CCOC(C)=O)c(=O)c3cc2c1=O
7	CCOc1ccccc1Nc1nnc(SCC(=O)Nc2cccc(S(=O)(=O)NC3=NCCCCC3)c2)s1
0	c1ccc2c(C(c3nnnn3-c3ccc4c(c3)OCCO4)N3CCCCC3)ccnc2c1 (stereo not drawn)
-2	Cc1ccc(NS(=O)(=O)c2cccc(C(=O)NCC(c3ccco3)N3CCCC3)c2)cc1 (stereo not drawn)
4	O=C(Nc1ccnn1C1CCN(C(=O)c2ccc(F)cc2)CC1)C1CCOC1 (stereo not drawn)
1	Cc1nc2ccccc2n1S(=O)(=O)c1ccc(Br)cc1
1	COc1ccccc1N1CCN(CC(=O)N(CC(C)C)c2c(N)n(CC(C)C)c(=O)[nH]c2=O)CC1
3	Cn1c(-c2ccsc2)c(-c2cccs2)c2cc(-c3cccc4[nH]ccc34)ccc21
3	CCOC(=O)c1c[nH]n(-c2ccccc2)c1=O
-1	N#Cc1ccccc1NC(=O)COC(=O)C1CCN(C(=O)c2ccc(Cl)cc2)CC1
-6	CC1(C)CC2CC(C)(CN2C(=S)Nc2ccccc2F)C1 (stereo not drawn)
4	CC(C)Cn1c(N)c(C(=O)COC(=O)c2cc(-c3ccccc3)nc3ccccc23)c(=O)n(C)c1=O
3	S=C(c1ccc(Cl)cc1)N1CCN(Cc2ccccc2)CC1
1	O=C1c2ccccc2C(=O)N1C1(C(=O)NC2(C(=O)O)CCCC2)CCCC1
-3	C[C@H]1[C@@H](OC(=O)Nc2ccc(C(F)(F)F)cc2)CC[C@@]23CCCN2C(=O)CCC[C@@H]13
1	CCOc1ccc(CNC(=O)CCn2c(=O)oc3ccccc32)cc1OC
-5	CSc1nc(-c2ccccc2)nc(N2CCOCC2)c1C(C)=O
-2	COc1cc(Cl)cc(C2NC(=O)NC(C)=C2C(=O)NCc2ccccc2)c1O (stereo not drawn)
6	C=CCN1C(=O)/C(=C\c2ccc(Oc3nc(N4CCOCC4)nc(N4CCOCC4)n3)c(OC)c2)SC1=S
2	Cc1cc(O)cc(O)c1-c1onc(C(F)(F)F)c1-c1cscn1
0	Cc1ccc(-c2nc3ccc(Cl)cn3c2Cc2ccccc2C(F)(F)F)cc1
0	Cc1ccn2c(Nc3ccc4c(c3)OCO4)c(-c3ccc(O)cc3)nc2c1
-4	S=c1[nH]nc(COc2ccccc2)n1/N=C/c1cccnc1
-1	COc1ccc(CN2CCNC(=O)C2CC(=O)NCc2cc(C)n(C)n2)c(F)c1 (stereo not drawn)
-3	O=C(CN(C1CCCCC1)S(=O)(=O)c1ccc(Cl)cc1)N1CCOCC1
2	CC(=O)Nc1ccc(S(=O)(=O)N(C)CC(=O)NNC(=O)Cc2nc3ccccc3n2C)cc1
0	CC(=O)Oc1cc2c(s1)CCN(C(C(=O)C1CC1)c1ccccc1F)C2 (stereo not drawn)
4	CCCCCCSc1ccc(-c2nc3cnccn3c2NCCCC)cc1
-1	COc1ccc(C2c3c(oc4ccc(Cl)cc4c3=O)C(=O)N2CCN2CCOCC2)cc1 (stereo not drawn)
2	C[C@@H]1CN(c2ccc(N3CCNC[C@@H]3C)cc2C#N)CCN1Cc1ccccc1
-1	CCN1C(=O)c2cccc3c(S(=O)(=O)Nc4ccccc4OC)ccc1c23
-2	O=C(O)CCCn1c(O)c(C=C2N=c3ccccc3=N2)sc1=S
-4	COc1ccc(/C=N/NC(=O)CCn2c3ccccc3c3ccccc32)cc1O
1	CCCn1c(=S)[nH]c2cc(C(=O)NCC3CCCO3)ccc2c1=O (stereo not drawn)
